HTR5A inv ag: HTR5A inverse agonists in luminescence cell assay, primary screen, counter-screen for OPRM1-OPRD1 heterodimer inverse agonist project, full-deck HTS. inhibition, % at 9.3 µM. 5-hydroxytryptamine receptor 5A (Homo sapiens), P47898. 340,000 tested, 0.083% active. AID 504634, 2011. HTR5A cell line, inverse agonism; in the data active = inhibition mostly above about 23%, no sharp cut-off; inactive = mostly below about 18%;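 note: 0% = cells with DMSO and 100% = no-cell wells with DMSO; some compounds called inactive have numbers as strong as hits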
Target sequence (P47898 whole entry, looked up): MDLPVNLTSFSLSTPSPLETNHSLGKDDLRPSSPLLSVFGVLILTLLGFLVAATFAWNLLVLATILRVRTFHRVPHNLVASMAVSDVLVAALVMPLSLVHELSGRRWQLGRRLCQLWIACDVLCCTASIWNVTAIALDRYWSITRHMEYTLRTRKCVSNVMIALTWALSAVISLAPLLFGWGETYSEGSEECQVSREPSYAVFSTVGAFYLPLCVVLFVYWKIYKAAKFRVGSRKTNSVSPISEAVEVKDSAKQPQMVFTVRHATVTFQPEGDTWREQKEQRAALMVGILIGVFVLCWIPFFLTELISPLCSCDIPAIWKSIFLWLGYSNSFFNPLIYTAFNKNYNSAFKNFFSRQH
PKA-R1A act: activators of PKA-R1A holoenzyme, primary screen, biochemical, fluorescence polarization, Cy5-IP20, bovine R1A, mouse PKAc | PKA-R1A dissociation; scaled: DMSO 0%, 113 µM cGMP 100% | 340,000 tested, 0.083% active | cAMP-dependent protein kinase type I-alpha regulatory subunit (Bos taurus) + … | activation, % at 11.4 µM;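 active = percent activation above the mean of all tested compounds plus 3 SD, cut at about 19% in these data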;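 note: higher means more PKAc released from R1A so a rise in polarization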
PKA-R2B activ: activators of PKA-R2B holoenzyme, primary screen, biochemical, fluorescence polarization, Cy5-IP20, human; PKA-R2B holoenzyme dissociation; R2B truncated from residue 108, S112A mutant; 0% DMSO only, 100% 113 µM cGMP; 340,000 tested, 0.079% active; activation, % at 11.4 µM; cAMP-dependent protein kinase catalytic subunit beta (Homo sapiens) + cAMP-dependent …;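 active = activation above a cutoff set at the mean over all compounds plus 3 SD, cut at about 18% in these data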;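 note: higher means more holoenzyme dissociation and a rise in polarization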
Ecoli viability: E. coli V3065 growth inhibition, primary screen, counter-screen for AddAB inhibitor project, absorbance, OD600; 18 h; inhibition, % at 11.9 µM; 330,000 tested, 0.27% active; AID 449728, 2010;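 active = inhibition above the campaign's mean inhibition across all tested compounds plus 3 SD, cut at about 9.9% in these data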;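 note: uninfected addAB+ strain grown without phage in ampicillin broth; 0% = DMSO wells and 100% = ciprofloxacin 0.95 µg/ml wells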
phage Ecoli inh: growth loss of phage-infected E. coli, primary screen, RecBCD inhibitor project, absorbance, with phage, HTS; inhibition, % at 11.9 µM; 360,000 tested, 0.26% active; AID 651602, 2012; in the data active = inhibition above about 11%
CDK5 p35 inh: inhibitors of human CDK5/p35 kinase, primary screen, biochemical, single concentration | 330,000 tested, 0.01% active | inhibition, % at 10 µM | Recombinant CDK5/p35, ADP-Glo luminescence, 60 min | AID 488839, 2010;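 active = highest replicate inhibition of at least 50% and at least 75% of replicates reaching 50%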;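 note: plate controls were DMSO neutral control for no effect and GW8510 at 10 µM for full effect; many of its hits are not listed in these tables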
HTR5A ag ctr: HTR5A agonists in luminescence cell assay, primary screen, counter-screen for OPRM1-OPRD1 heterodimer agonist project, full-deck HTS. 5-hydroxytryptamine receptor 5A (Homo sapiens), P47898. cell-based. activation, % at 9.3 µM. 340,000 tested, 0.61% active; in the data active = activation mostly above about 9.5%, no sharp cut-off; inactive = mostly below about 7.6%;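 note: 0% = cells with vehicle only and 100% = reference agonist; strong numbers were not always called active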
DAGLB inh: DAGLB lipase inhibitors, primary screen, biochemical, fluorescence, HTS; Diacylglycerol lipase-beta (Homo sapiens), Q8NCG7; HEK293T DAGLB membrane lysate, EnzChek fluorogenic substrate; inhibition, % at 5.17 µM; 340,000 tested, 0.059% active; AID 504411, 2011; in the data active = inhibition above about 34%;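 note: 0% = enzyme with vehicle and 100% = wells lacking enzyme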
Target sequence (Q8NCG7 whole entry, looked up): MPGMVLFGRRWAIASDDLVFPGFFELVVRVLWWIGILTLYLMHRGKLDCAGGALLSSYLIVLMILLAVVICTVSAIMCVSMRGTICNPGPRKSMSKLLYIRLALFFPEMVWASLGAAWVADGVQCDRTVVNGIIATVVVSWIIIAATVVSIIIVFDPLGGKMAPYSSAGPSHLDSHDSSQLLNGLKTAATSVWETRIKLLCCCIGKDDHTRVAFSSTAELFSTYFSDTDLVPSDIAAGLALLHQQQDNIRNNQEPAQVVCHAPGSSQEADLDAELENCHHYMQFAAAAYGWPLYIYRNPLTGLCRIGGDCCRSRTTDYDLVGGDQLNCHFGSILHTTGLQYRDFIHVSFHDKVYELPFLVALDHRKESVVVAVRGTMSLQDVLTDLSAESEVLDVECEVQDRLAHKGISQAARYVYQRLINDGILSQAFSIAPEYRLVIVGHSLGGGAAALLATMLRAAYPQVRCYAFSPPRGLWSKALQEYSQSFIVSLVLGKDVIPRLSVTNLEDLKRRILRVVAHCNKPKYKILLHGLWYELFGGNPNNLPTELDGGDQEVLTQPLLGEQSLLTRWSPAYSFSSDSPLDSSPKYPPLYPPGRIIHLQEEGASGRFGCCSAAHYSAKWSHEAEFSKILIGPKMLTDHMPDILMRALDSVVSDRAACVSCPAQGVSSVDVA
Mot1-301 SUMO: yeast Mot1-301 growth rescue at high temperature, primary screen, SUMOylation pathway inhibitor project, S. cerevisiae, ATP luminescence, 38.5C | S. cerevisiae Mot1-301 growth rescue; percent above DMSO median, 100 means doubled | growth rescue, % at 18.8 µM | 320,000 tested, 1% active;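 active = every valid replicate shows activation above 250% relative to neutral control wells; inactive = the rest, any valid replicate at or below 250%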;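 note: OY570 slx delta 5 strain wells were the positive control but not used for scaling; some compounds called inactive have numbers as strong as hits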
Tat export inh: E. coli Tat export inhibitors, primary screen, MC4100, TorA-mCherry reporter, fluorescence, single point; 340,000 tested, 0.036% active; AID 488895, 2010; inhibition, % at 10 µM;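 active = mean replicate inhibition at least 50% and at least half of replicates individually reaching 50%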;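 note: exported cargo escapes ClpAP degradation while cytoplasmic cargo is degraded and loses fluorescence; 0% = median of neutral control wells and 100% = median of NaSCN control wells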
AddAB inh: growth inhibition of E. coli expressing H. pylori AddAB, primary screen, AddAB inhibitor project, absorbance. inhibition, % at 11.9 µM. 330,000 tested, 0.29% active; in the data active = inhibition above about 12%;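 note: 0% = vehicle wells of infected cells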
Numbers without * were called inactive; x = not tested or not shown.

SMILES	HTR5A inv ag	PKA-R1A act	PKA-R2B activ	Ecoli viability	phage Ecoli inh	CDK5 p35 inh	HTR5A ag ctr	DAGLB inh	Mot1-301 SUMO	Tat export inh	AddAB inh
COC(=O)c1cc(S(=O)(=O)NCc2cccs2)c[nH]1	7	-16	-1	-0.1	2.2	-2.0	0	3	-7	-12	3.0
COC(=O)c1ccc(OC)c(Cn2c(=O)n(C)c(=O)c3sccc32)c1	2	-3	-12	2.3	x	-0.6	-1	-2	-12	6	0.9
COCCN(C(=O)CSc1nnc(-c2ccc(C)cc2)n1N)c1c(N)n(Cc2ccccc2)c(=O)[nH]c1=O	-34	-6	7	3.3	1.5	-2.0	13	-3	516*	10	2.8
Cc1ccc(NC(=O)CN(C)C(=O)CSc2nc3ccccc3c(=O)n2Cc2ccco2)cc1	10	5	13	1.8	2.1	-0.3	-4	-2	3	-4	0.6
C/C(=N\NC(=O)C(N)=O)c1ccc(OC(F)F)cc1	-14	2	4	0.0	4.8	-0.4	5	1	0	-3	0.7
Cc1ccc(S(=O)(=O)NC2=NCN(C3CCCCC3)CN2)cc1	-15	4	-10	-3.4	2.6	0.5	4	3	136	-4	2.0
Cc1cc(N2C(=O)C(=O)/C(=C(/O)c3ccc(F)cc3)C2c2ccc(F)cc2)no1 (stereo not given)	9	-5	-24	0.7	3.6	1.6	-2	5	-9	-3	0.5
Cc1ccc2c(c1)C(C)CC(C)(C)N2C(=O)NC1CCCCC1 (stereo not given)	-13	-20	-2	0.5	-0.9	0.4	5	3	-6	-1	0.7
COc1ccc(CCN2C(=O)C(O)=C(C(C)=O)C2c2ccccc2OC)cc1OC (stereo not given)	5	-8	-4	-0.1	2.2	-0.3	1	0	86	-3	-0.4
O=C(CSc1nnc(NC(=O)c2ccccc2F)s1)NCc1ccco1	25	1	0	0.0	3.1	0.7	4	1	4	-9	4.9
CCOc1ccc(C2OC(=O)Cc3cc(OC)c(OC)cc32)cc1 (stereo not given)	14	-3	-3	-2.3	2.8	-3.4	-5	0	-7	2	-1.1
COc1ccc(Cl)cc1NC(=O)CCN1C(=O)C2C3C=CC(C4CC34)C2C1=O (stereo not given)	7	-19	-12	-1.3	1.9	1.3	0	0	0	3	1.1
CCOC(=O)c1c(C)cc(O)cc1O	22	11	4	x	3.2	-3.1	-2	-4	x	-8	x
C=C(CN(C)C)C(=O)c1cc(C)ccc1C	6	-12	1	x	2.2	3.4	-1	2	x	-16	x
CN(C)S(=O)(=O)c1cccc(C(=O)NC2CCCc3ccccc32)c1 (stereo not given)	26	-7	-9	-0.6	1.9	-0.5	2	1	21	12	-0.4
Cc1ccc(NC(=O)NNC(=O)c2cc3ccccc3cc2O)c(C)c1	-6	-10	4	10*	12*	1.3	1	3	-12	2	11
CCOC(=O)CC(=O)Nc1ccc(Br)cc1C(=O)O	6	-1	3	-1.7	4.2	1.7	0	3	8	9	2.2
CN(NS(=O)(=O)c1ccc(Br)cc1)c1nc(C(F)(F)F)nc2ccccc12	3	-4	-1	-0.5	5.0	-1.5	-1	4	-23	7	1.8
CCOc1ccc(-c2nonc2NC(=O)c2ccco2)cc1	-2	9	13	1.9	-1.0	-1.6	1	-1	1	0	2.5
O=C(CN1C(=O)NC2(CCCCC2)C1=O)N1CCN(S(=O)(=O)c2ccc(F)cc2)CC1	-7	3	-2	2.5	0.1	0.5	3	1	-9	7	1.2
O=C(O)C1CCCN1C(=O)Oc1ccccc1 (stereo not given)	-13	-6	-3	0.2	1.6	1.0	5	2	-2	3	1.9
Nc1ccc2nc(-c3cccs3)[nH]c2c1	1	6	12	-0.1	0.6	-1.4	0	1	12	4	2.5
CCn1c2ccccc2c2cc([N+](=O)[O-])ccc21	0	-15	-4	-1.7	2.2	1.6	0	-2	176	0	-1.6
Cc1ccc(NC(=O)Cn2ncc3ccccc32)c(Cl)c1	-12	-4	1	-1.6	0.9	1.7	3	-6	13	9	-1.1
O=C(CC1(O)C(=O)N(Cc2ccc3c(c2)OCO3)c2ccccc21)c1ccccc1 (stereo not given)	-12	-12	7	-0.3	1.9	-1.4	3	-1	x	2	-0.3
Cc1cccc(-c2n[nH]c(=S)n2/N=C/C=C/c2ccco2)c1	-4	-8	0	-3.0	-7.4	3.2	3	5	-7	-1	-0.8
CCCc1c(C(=O)N/N=C/C(C)=C/c2ccco2)nnn1-c1nonc1N	1	-1	16	-0.4	1.0	-0.3	0	0	-18	5	2.0
CCN1C(=O)/C(=C\c2ccncc2)SC1=S	-2	-3	-19	-1.9	1.5	-0.7	1	-1	-44	0	-1.4
Cc1cccn2c(=O)nc(SCC(=O)N3CCCCC3)nc12	12	6	1	-0.1	3.3	-0.5	1	0	-10	5	3.9
Cc1ccc(NC2CC(=O)N(c3ccc(C)cc3)C2=O)cc1 (stereo not given)	17	-8	-10	-1.6	0.3	-1.1	3	-1	-3	-1	2.0
CCOCc1c(C(=O)OCC(=O)Nc2ccc(C)c(S(=O)(=O)N(C)C)c2)oc2ccccc12	-5	-3	-8	-1.6	1.3	-0.4	-2	-8	11	8	4.2
CCOCCCNS(=O)(=O)c1ccc2c(c1)OCCO2	19	3	8	-2.1	2.7	-0.9	5	2	20	-3	2.1
COc1ccccc1C(=O)Nc1ccc(Oc2ncnc3sc(-c4ccccc4)cc23)cc1	0	-1	-9	1.2	1.9	-1.0	2	3	99	-3	6.8
O=C(Cn1cnc(S(=O)(=O)N2CCCC2)c1)Nc1ccccc1	7	-1	9	1.5	1.9	0.1	-6	2	-10	-6	3.2
O=C1c2ccccc2C(=O)N1CCCCSc1nnc2c(Cl)cc(Cl)cn12	12	-3	-3	-0.7	1.3	1.7	-5	0	9	10	2.2
CC(C)(C)C(=O)Nc1c2c(nc3c1CCC3)CCCC2	6	-7	-9	0.8	1.4	0.2	3	-2	-25	9	1.3
COc1ccc(C2NCCc3cc(OC)c(OC)cc32)cc1OC (stereo not given)	-7	-1	-6	-2.0	0.1	-0.2	3	1	-4	1	1.8
O=c1n(S(=O)(=O)c2cccc3cccnc23)c2ccccc2n1S(=O)(=O)c1cccc2cccnc12	0	9	3	-0.9	x	-1.8	2	-1	-8	-9	-2.0
COc1ccc(S(=O)(=O)N2CCCCC2)cc1NC(=O)CCNC(=O)c1ccco1	-10	1	0	x	2.1	-0.6	2	-1	x	0	x
COc1ccccc1Cc1noc(-c2cc(Cl)ccc2OC)n1	-16	3	-12	1.3	2.9	-0.5	3	-11	-9	0	1.2
COc1cc(SC)ccc1C(=O)OC(C)C(=O)NC1CCCC1 (stereo not given)	-23	-5	-2	x	1.9	-2.1	-6	-2	x	-10	x
CCOC(=O)c1cccc(NC(=O)CN2CCN(c3ccc(OC)cc3)CC2)c1	-10	-10	-20	0.7	0.9	0.7	2	-1	62	-3	4.3
O=C(CN(C(=O)c1ccccc1)N1C(=O)CCC1=O)c1cccs1	8	4	-1	0.8	2.6	1.4	-4	3	-8	-5	1.5
CCOC(=O)c1c(-c2cccs2)csc1NC(=O)CC(C)C	2	-1	-13	0.2	4.0	0.4	5	-19	0	12	-0.9
CCC(=O)c1cn(CC(=O)O)c2ccccc12	-2	5	-3	-2.2	2.8	-0.1	1	-1	5	1	3.1
COc1cc2nc(N3CCNCC3)nc(N)c2cc1OC	-30	-3	0	-0.6	3.5	2.5	1	-2	368	-1	0.7
Cc1ccc(C(=O)Nc2oc(-c3ccccc3)cc2C#N)cc1	-9	-2	-4	-3.0	0.3	-0.1	0	0	7	9	3.9
O=C(NC(=S)N1CCN(C/C=C/c2ccccc2)CC1)c1cccnc1	-28	-3	-9	-0.7	-1.7	-3.7	1	-4	-14	1	-1.7
Cc1cccn2cc(CCNC(=O)c3cccs3)nc12	8	-5	2	-3.3	0.6	-1.8	0	-1	-1	3	2.3
Cc1cc(NC(=O)CSC2=NS(=O)(=O)c3cc(Cl)ccc3N2)no1	7	7	-5	-1.6	2.4	0.9	7	8	257	-1	0.0

Single records (already shown). Screens in order: HTR5A inv ag | PKA-R1A act | PKA-R2B activ | Ecoli viability | phage Ecoli inh | CDK5 p35 inh | HTR5A ag ctr | DAGLB inh | Mot1-301 SUMO | Tat export inh | AddAB inh
O=C(O)C1CCCN1C(=O)Oc1ccccc1 (stereo not given) across the screens: -13 | -6 | -3 | 0.2 | 1.6 | 1.0 | 5 | 2 | -2 | 3 | 1.9
COc1cc2nc(N3CCNCC3)nc(N)c2cc1OC across the screens: -30 | -3 | 0 | -0.6 | 3.5 | 2.5 | 1 | -2 | 368 | -1 | 0.7

Further compounds
SMILES	HTR5A inv ag	PKA-R1A act	PKA-R2B activ	Ecoli viability	phage Ecoli inh	CDK5 p35 inh	HTR5A ag ctr	DAGLB inh	Mot1-301 SUMO	Tat export inh	AddAB inh
Cc1cc(C)c2cc(C(=O)N3CCN(c4ncccc4C(F)(F)F)CC3)[nH]c2c1	-8	-1	-7	-2.6	1.4	1.2	2	-2	-3	-4	-0.5
CC(c1ccccc1)N1CC(C(=O)Nc2ccc(F)cc2)CC1=O (stereo not given)	-3	11	-6	2.1	-1.4	-4.4	1	1	22	-2	-1.3
CCc1ccccc1N(C(=O)Cn1nnc2ccccc21)C(C(=O)NCCOC)c1ccco1 (stereo not given)	11	2	0	-0.6	1.1	0.0	3	-2	-7	12	0.4
OCCCc1nc2ccccc2n1Cc1ccccc1	2	2	-1	x	3.5	-0.1	0	-3	-12	1	x
CCCCCc1nc2sc3c(c2c(=O)n1N)CCC3	-11	-3	6	1.6	1.1	0.9	-1	-7	-4	-2	0.4
CC1(c2ccc(OC(F)F)cc2)NC(=O)N(CC(=O)Nc2ccc3c(c2)OCO3)C1=O (stereo not given)	3	2	7	-0.4	3.1	-3.0	-1	1	2	3	-0.3
COc1ccc2[nH]c(=O)c(CNc3cc(C)ccc3C)cc2c1	1	8	-14	1.0	3.9	0.6	0	0	215	-9	1.1
COc1ccc(C=C(C#N)c2ccc(OC)cc2)cc1	-2	4	-5	x	2.1	-0.4	0	-7	x	2	x
COc1ccc(C(=O)Nc2nncs2)c(OC)c1	-1	-4	-7	-1.6	2.1	-0.6	0	-1	310	-9	8.4
Cc1cc(NC(=O)COn2nnc3ccccc32)no1	5	-8	-11	-5.1	0.6	-0.2	-2	-1	5	-5	-5.2
Cc1cc(OCC(=O)NC(C)C)cc(C)c1Br	-18	3	-4	-1.6	3.7	-3.4	7	0	24	-5	-2.2
Cn1c(=O)[nH]c2ncccc21	3	-5	-1	1.3	1.2	-1.9	1	-3	-11	-8	2.6
O=C(NCC1(N2CCCCC2)CCCCC1)C1CC(=O)N(c2ccc3c(c2)OCCO3)C1 (stereo not given)	9	-2	1	-1.0	1.2	0.1	-4	1	5	0	-2.5

Source: PubChem BioAssay
